High-throughput results from PubChem BioAssay.
USP1-UAF1 inh: USP1/UAF1 (human) deubiquitinase inhibition. recombinant USP1/UAF1, Ub-Rhodamine cleavage fluorescence. Potency, µM (titrated, usually from 57.1 µM), for inactives: at the top dose activity change, negative = inhibition, hits mostly inhibitors. O94782. 390,000 compounds, 0.23% hits; note: potency is the fitted concentration of half-maximal effect; % is set by controls: 0 for no effect and ±100 for the full control effect; nearly all actives have a fitted effect of over 60% in size; inactives centre near -12
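USP1/UAF1 complex (1 nM) preincubated 15 min at room temperature with compound, then Ub-Rho substrate (150 nM final) added. Kinetic fluorescence at 480/540 nm over 6 reads at 60 s intervals; 50 mM HEPES pH 7.8, 0.5 mM EDTA, 0.1 mg/ml BSA, 1 mM TCEP, 0.01% Tween-20.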
TrxR1 substrate: substrates of rat thioredoxin reductase 1. O89049. purified TrxR1 substrate turnover, NADPH consumption readout. Potency, µM (top dose mostly 114 µM), for the others: at the top dose activity change, negative = substrate turnover. 390,000 compounds, 0.01% hits. AID 588456; note: potency is the fitted concentration of half-maximal effect; % is set by controls: 0 for no effect and ±100 for the full control effect; nearly all actives have a fitted effect of over 50% in size
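Rat TrxR1, dispensed at 90 nM, was prereduced with 400 uM NADPH (final) for 5 min at ~22 deg C, then incubated with compound 15 min before 400 uM selenite. A first-read NADPH fluorescence drop versus no-compound background flagged substrates.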
RGS4 inhibitor: inhibitors of human regulator of G protein signaling 4. P49798. Transcreener GDP fluorescence polarization, RGS4-accelerated GTP hydrolysis. Potency, µM (titrated, usually from 114 µM), for the others: at the top dose activity change, negative = inhibition, most hits filed as inhibitors. 390,000 compounds, 0.039% hits. AID 504845; note: potency is the fitted concentration of half-maximal effect; % is set by controls: 0 for no effect and ±100 for the full control effect; nearly all actives have a fitted effect of over 75% in size; some results filed as inactive show a strong effect at the top dose
Target sequence (P49798 whole entry, looked up): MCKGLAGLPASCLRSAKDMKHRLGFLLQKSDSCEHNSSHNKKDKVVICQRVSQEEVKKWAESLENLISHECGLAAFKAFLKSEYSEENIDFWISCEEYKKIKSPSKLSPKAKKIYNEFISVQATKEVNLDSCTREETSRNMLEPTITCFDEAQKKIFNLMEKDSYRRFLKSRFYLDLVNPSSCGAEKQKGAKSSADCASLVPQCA
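MLSMR compounds (23 nl, pin-transferred) preincubated 10 min at room temperature with a 500nM (2x) first reagent, then RGS4 at 900nM (2x) plus Transcreener GDP mix added; fluorescence polarization (620/688 nm) read before and after 90 min at 30 °C.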
LDHA inh: LDHA (human) enzyme inhibition; purified LDHA, NADH/diaphorase-resazurin fluorescence; stronger effect = lower value; activity change, % (values are at about 110 or 230 µM); 480,000 compounds, 0.15% hits; in the data active = activity change below about -30%; inconclusive = mostly about -25% to -30%;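 note: plate controls were DMSO wells for no effect and wells without enzyme for full effect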
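Human LDH5 (2 nM) was incubated with 0.06 mM NADH and 0.2 mM pyruvate for 5 min at room temperature in Tris pH 7.4. Remaining NADH was coupled through diaphorase/resazurin, and resorufin fluorescence was read at 0 and 20 min.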
Vif-APOBEC3G blk: blocks the Vif interaction with human APOBEC3G. Potency, µM (highest dose often 46.1 µM), inactives show at the top dose activity, negative = active, most hits filed as inhibitors. AID 602310. HeLa A3G-eYFP + Vif (tagged APOBEC3G with the HIV-1 protein that degrades it), YFP fluorescence, overnight. 410,000 compounds, 0.076% hits. Q9HC16;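 note: potency is the fitted concentration of half-maximal effect; % is set by controls: 0 for no effect and ±100 for the full control effect; nearly all actives have a fitted effect of over 60% in size; hits raise eYFP signal because A3G escapes Vif-driven loss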
Target sequence (Q9HC16 whole entry, looked up): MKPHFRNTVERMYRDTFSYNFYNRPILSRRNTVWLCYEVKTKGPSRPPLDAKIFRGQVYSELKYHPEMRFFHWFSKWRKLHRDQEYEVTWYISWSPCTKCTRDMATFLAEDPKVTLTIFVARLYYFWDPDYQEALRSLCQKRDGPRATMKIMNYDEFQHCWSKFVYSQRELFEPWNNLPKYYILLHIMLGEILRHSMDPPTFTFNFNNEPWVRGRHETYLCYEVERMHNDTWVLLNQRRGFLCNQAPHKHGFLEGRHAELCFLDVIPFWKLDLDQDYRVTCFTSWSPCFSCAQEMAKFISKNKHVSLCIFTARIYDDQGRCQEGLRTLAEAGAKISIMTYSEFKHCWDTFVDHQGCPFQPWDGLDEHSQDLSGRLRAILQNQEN
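Read-out is eYFP fluorescence (Ex 488/Em 500-530) from Vif-expressing HeLa A3G-eYFP cells; more signal means A3G escaped Vif-mediated degradation. Cells plated overnight, compound pinned in, incubated overnight at 37 deg C.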
IDH1 R132H inh: blocks human mutant IDH1 R132H enzyme | IDH1-R132H enzyme, NADPH consumption, diaphorase/resazurin fluorescence | Potency, µM (series often up to 76.6 µM), for inactives: at the top dose activity change, negative = inhibition, actives largely listed as inhibitors | 390,000 compounds, 0.093% hits | AID 602179; note: potency is the fitted concentration of half-maximal effect; % is set by controls: 0 for no effect and ±100 for the full control effect; nearly all actives have a fitted effect of over 65% in size
Target sequence (O75874 whole entry R132H, stated change not applied): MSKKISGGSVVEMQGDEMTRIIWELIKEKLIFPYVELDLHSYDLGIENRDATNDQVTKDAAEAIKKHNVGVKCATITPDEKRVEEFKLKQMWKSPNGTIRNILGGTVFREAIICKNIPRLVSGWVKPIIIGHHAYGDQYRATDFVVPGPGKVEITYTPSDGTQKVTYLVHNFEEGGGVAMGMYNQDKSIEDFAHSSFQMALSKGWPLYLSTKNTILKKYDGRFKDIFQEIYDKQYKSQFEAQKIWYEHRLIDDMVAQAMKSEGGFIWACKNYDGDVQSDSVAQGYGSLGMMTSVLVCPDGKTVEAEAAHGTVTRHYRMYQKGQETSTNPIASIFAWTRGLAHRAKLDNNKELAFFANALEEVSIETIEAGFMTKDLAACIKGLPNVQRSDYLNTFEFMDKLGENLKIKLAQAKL
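IDH1-R132H (0.5 ug/mL) preincubated 30 min with compound, then NADPH (0.016 mM) and alpha-KG (2 mM) added; 80 min at RT, pH 7.5. Remaining NADPH coupled via diaphorase/resazurin to fluorescence (540/590 nm); concentration-response curves normalized to no-enzyme control.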
Vif-A3F inh: inhibitors of Vif-A3F interaction; HeLa A3F-eYFP + Vif (tagged APOBEC3F with the HIV-1 protein that degrades it), YFP fluorescence increase; 390,000 compounds, 0.2% hits; AID 602313; Potency, µM (top dose mostly 46.1 µM), without a hit: at the highest dose activity, negative = active; note: potency is the fitted concentration of half-maximal effect; % of control where 0% means no effect; nearly all actives have a fitted effect of over 65% in size
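Fluorescence increase (Ex 488/Em 500-530) after overnight compound treatment at 37 deg C flags inhibition of Vif-driven A3F-eYFP loss in stable HeLa A3F-eYFP/Vif cells seeded overnight beforehand.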
Glioma ERSR ind: inducers of ER stress response in human glioma cells; Potency, µM, for the others: at the highest dose activation, most hits filed as activators; 420,000 compounds, 0.02% hits; AID 602332; U87-MG GRP78 promoter luciferase reporter, 16 h; note: potency is the fitted concentration of half-maximal effect; series mostly up to about 76 µM; % of control where 0% means no effect; nearly all actives have a fitted effect of over 35% in size
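Stably transfected U87-MG human glioma cells carrying a GRP78-based luminescent sensor were seeded at 1000 cells/well, pin-dosed with compounds and incubated 16 h. Luciferase reagent was then added, and end-point luminescence was read after 10 min at room temperature.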
TrxR1 inh: rat TrxR1 inhibition; O89049; Potency, µM (highest dose often 114 µM), for the others: at the top dose activity change, negative = inhibition, most hits filed as inhibitors; recombinant rTrxR1, NADPH fluorescence consumption, selenite substrate; 390,000 compounds, 1% hits; note: potency is the fitted concentration of half-maximal effect; % is set by controls: 0 for no effect and ±100 for the full control effect; nearly all actives have a fitted effect of over 65% in size
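Rat TrxR1 (90 nM in the dispensed reagent) was pre-reduced with 400 uM NADPH for 5 min at room temperature, then incubated with compound for 15 min. After 400 uM selenite was added, NADPH fluorescence (Ex 340/Em 450 nm) was followed for 8 min.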
* marks the source's active call; other numbers are inactive results; ? = inconclusive; . = not tested or not shown; & = joins results of further samples; [ ] = another dose, or the depositor's remark. Unless noted, calls come from the whole dose curve; as a rule, active = well fitted curve in the direction sought with a large enough effect; inconclusive = small, poorly fitted or top-dose-only effect, or another doubt; inactive = no such curve, though single readings can be large; an effect the other way counts as inactive or inconclusive. Not all compounds are listed; the hit share may differ from the screen's.

SMILES | USP1-UAF1 inh | TrxR1 substrate | RGS4 inhibitor | LDHA inh | Vif-APOBEC3G blk | IDH1 R132H inh | Vif-A3F inh | Glioma ERSR ind | TrxR1 inh
O=C(CSc1ccc(-c2ccco2)nn1)NCc1ccccc1Cl | -21.7% | -2.1% | -8.6% | -0.1 | -4.3% | 4.4% | -2.1% | -2.7% | ?
COC(=O)c1c(-c2cccs2)csc1NC(=O)COc1ccc(C)cc1 | -22.3% | -7.5% | -16.3% | -3.0 | 0.8% | -2.6% | 4.3% | -4.8% | 6.4%
CCn1c(CCC(N)=O)nnc1SCC(=O)c1cc(C)n(C2CC2)c1C | -22.4% | 0.6% | -9.3% | 0.4 | 0.3% | -4.3% | -1.4% | -1.3% | 17.7%
O=C(Cc1cccs1)Nc1nncs1 | -22.6% | 4.7% | 13.3% | -1.8 | 2.1% | 7.9% | . | -2.8% | 9.3%
O=C(COc1ccc([N+](=O)[O-])cc1)N/N=C/c1ccccn1 | -12.7% | -9.9% | -11.3% | 6.3 | -2.3% | 5.9% | 1.4% | -4.6% | -8.5%
COc1ccc(-n2c(Cc3cccn3C)nnc2SCC(N)=O)cc1 | -19.6% | 2.3%[57.1 µM] | -20.8% | 2.1 | -2.7% | -9.9% | 3.6% | -3.3% | -4.5%[57.1 µM]
CCOc1ccc(NC(=O)Cn2cnc3sc(C)c(S(=O)(=O)N4CCN(c5ccccc5OC)CC4)c3c2=O)cc1 | ? | -8.0% | 1.8% | 0.5 | -2.5% | -2.6% | 1.0% | -3.3% | -0.4%
Cc1cc(C)c2c(n1)nn1c(C3CC3)cc(C(F)(F)F)nc21 | -12.4% | -3.6% | 14.4% | -0.1 | 0.0% | -3.7% | -9.4% | -2.3% | -7.4%
CC(C)CC1Nc2ncnc(N3CCCCC3)c2N(Cc2ccccc2)C1=O (stereo not given) | 12.3% | -8.2% | 18.1% | 0.3 | -12.2% | 8.0% | 3.0% | -2.9% | -6.1%
O=C(Nc1nc2nc(-c3ccccc3)cc(-c3ccccc3)n2n1)c1ccco1 | -1.3% | 132.0%[activator] | 24.5% | -9.4 | 0.6% | -1.5% | . | -2.4% | 55.6%[activator]
O=C1[C@@H]2CSCN2C(=O)CN1Cc1ccccc1F | -2.2% | -4.5% | -8.9% | -5.6 | 0.9% | 0.0% | 2.0% | -5.3% | -10.5%
CCc1ccc(NC(=O)CSc2cn(CC(=O)N3CCCC3)c3ccccc23)cc1 | -25.8% | 1.3% | 5.4% | -1.3 | 4.2% | -11.7% | -3.0% | 3.6% | 8.5%
CCOP(=O)(OCC)C(C)(C)NC(=O)Nc1ccc(Cl)c(Cl)c1 | 2.0% | -7.2%[57.1 µM] | 0.9% | 4.1 | -7.5% | 1.0% | 14.8% | -5.1% | -14.2%[57.1 µM]
Nc1cccc2cccnc12 | . | 1.6% | . | -3.2 | 0.6% | . | . | -2.7% | 22.6%[0.0914 µM]
Cn1nc(C(F)(F)F)c(C(=O)Nc2ccc(Cl)cc2)c1Cl | -4.4% | -7.8% | -2.5% | 0.0 | -2.6% | -3.5% | 1.4% | -2.4% | -4.2%
CCn1c(C)c(C(C)=O)c(N2CCCCC2)nc1=S | -0.5% | 12.0%[57.1 µM] | -2.9% | 4.4 | -0.8% | -1.3% | 0.0% | 2.1% | 2.4%[57.1 µM]
O=C(NCc1ccccc1)c1ccc(-c2ccccc2C(F)(F)F)o1 | ? | -1.5% | -21.2% | -0.1 | 2.8% | 9.8% | -3.2% | 1.0%&-3.0% | ?
Cc1ccc(C)c(OCC(=O)NNC(=O)c2ccc(NC(=O)C3CC3)cc2)c1 | -23.7% | -3.2% | 5.7% | -0.8 | -1.8% | -9.5% | 0.2% | 1.4% | 21.2%
CC(=O)N1N=C(c2ccc(C)o2)CC1c1ccc(Br)cc1 (stereo not given) | -2.4% | -7.5% | 1.4% | -0.6 | -0.6% | 5.2% | -3.1% | 5.9% | -4.5%
COc1ccccc1NC(=O)c1ccc(NS(=O)(=O)c2cccc3cccnc23)cc1 | -6.9% | 4.5%[57.1 µM] | -13.6% | -16.8 | -0.2% | 0.6% | -10.3% | -4.2% | 7.7%
CN(C)C(=O)c1ccc(NC(=O)CSc2nnc(-c3cccs3)n2N)cc1 | -9.9% | -5.5% | 12.8% | -0.7 | -6.5% | -5.8% | 7.8% | -0.2% | 3.5%
COc1ccc2nc(SCC(=O)N3CCCCCC3)c(C#N)cc2c1 | -28.1% | 13.0% | -4.4% | -4.0 | 4.5% | 14.9% | 0.0% | 6.3% | 10.3%
CNc1ccc(/C=C2\CSc3ccccc3C2=O)cc1[N+](=O)[O-] | -25.3% | -1.1%[57.1 µM] | -6.1% | -5.8 | -8.3% | 0.6% | -28.2% | 7.0% | -5.3%[57.1 µM]
Brc1cc(Br)c(Oc2cc(Br)c(Br)cc2Br)cc1Br | -23.4% | 9.2% | 2.6% | -1.3 | 1.6% | 5.7% | 3.8% | -3.3% | 1.6%
COc1ccc(Cl)cc1C(=O)Nc1ccc(NC(=O)c2ccco2)cc1 | -20.3% | 56.6%[activator] | -42.0% | -5.3 | -4.1% | -1.6% | -5.5% | -8.4% | 12.2%
CCOC(=O)c1c(-c2ccc(-c3ccccc3)cc2)csc1NC(=O)c1cccc(N2C(=O)CCC2=O)c1 | -17.6% | 18.0% | -10.8% | -0.1 | -0.2% | 3.2% | -2.9% | 0.5% | 21.8%
O=C(Nc1ccccc1)c1cccc(S(=O)(=O)N2CCCCC2)c1 | -15.5% | 0.5% | -25.3% | 0.0 | -0.2% | 1.8% | -8.6% | 1.4% | 1.3%
Cc1ccc(NC(=O)COc2ccccc2)cc1S(=O)(=O)N1CCCCC1 | -27.6% | . | . | -2.9 | 2.4% | 2.5% | 2.8% | -6.5% | .
CCOc1ccc(OCCCCn2ccnc2)cc1 | -18.5% | -6.5% | 10.5% | ? | -0.3% | 3.5% | 5.8% | 2.3% | -1.6%
COC(=O)C(CCCN1C(=O)c2ccccc2C1=O)(NC(C)=O)c1nn[nH]n1 (stereo not given) | -22.4% | -2.6% | 2.0% | 0.0 | 0.4% | 6.1% | -1.3% | 0.4% | -6.2%
COC(=O)CNC(=O)c1cn(CC(C)C)c(=O)c2cc(OC)c(OC)cc12 | -17.5% | 6.6% | -22.9% | 1.7 | -4.5% | 0.7% | -4.7% | -4.0% | 4.4%
CN(C(=O)CN1C(=O)C2C3CC(C(Br)C3Br)C2C1=O)C1CCCCC1 (stereo not given) | -7.3% | 0.3% | 16.9% | -1.3 | -0.3% | 4.5% | 15.7% | -0.6% | 5.4%
Cc1ccc(N2C(=O)N(Cc3cc(=O)n4ccccc4n3)c3ccccc3S2(=O)=O)cc1Cl | 2.1% | 8.6%[57.1 µM] | -16.3% | 3.7 | -2.3% | -0.8% | 1.7% | 0.0% | 25.0%[57.1 µM]
COc1cc(/C=N/NC(=O)c2ccncc2)cc2c1OCO2 | -10.4% | -17.2% | 27.4% | -4.4 | -2.0% | -4.5% | -2.2% | 0.1% | -17.2%
Nc1ccc2cccc(O)c2c1 | ? | 11.4% | -37.0% | 30.1 | -0.8% | 3.9% | -14.0% | 8.7% | -10.8%
COc1ccc(-n2c(Cc3cccn3C)nnc2SCC(=O)Nc2ccc(F)cc2F)cc1 | -19.3% | 8.8% | 10.5% | -4.9 | -8.2% | -5.7% | 0.8% | 1.0% | 26.1%
COc1ccccc1C(=O)Nc1ccc2c(c1)OCO2 | -8.9% | 2.6% | -3.1% | 1.3 | -0.9% | 4.3% | 0.2% | 8.8% | 15.6%
Cc1ccc(S(=O)(=O)CCC(=O)OCC(=O)NCCc2ccccc2)cc1 | -4.1% | -1.6%[57.1 µM] | 12.6% | -9.1 | -1.9% | -13.3% | 3.8% | -2.0% | 0.4%[57.1 µM]
Oc1ccc(C[C@H]2CNCCN2CC2CCCCC2)cc1 | -26.5% | 6.3% | -7.5% | -4.5 | -9.9% | -5.6% | -3.3% | -1.7% | 23.3%
COc1ccc(NC(=O)CCS(=O)(=O)c2cccc3nonc23)c(OC)c1 | ? | -6.8% | 19.9% | 4.3 | -6.3% | 7.0% | . | -4.2% | ?
CCCCCOc1ccc(C(=O)CCC(=O)N2CCCC2)cc1 | -1.0% | 3.9% | 12.5% | -2.1 | 2.3% | -4.8% | -7.5% | 3.0% | 28.5%
CCOC(=O)c1ccc(CSc2n[nH]c(C)n2)o1 | -4.7% | -7.5% | -34.5% | -7.1 | -5.9% | 4.0% | -4.9% | -2.1% | 1.9%
C=CCn1c(SC(F)F)nc2scc(-c3ccco3)c2c1=O | -22.3% | 6.4% | -33.2% | -3.0 | 0.2% | 1.2% | -18.1% | -5.4% | 1.6%
CNC(=O)c1nnsc1S(=O)(=O)c1ccc(Cl)cc1 | -7.0% | 2.7% | ? | -7.3 | ? | -5.3% | 6.1% | -14.6% | 0.282µM*
